# TrxR1 substrate – substrates of rat thioredoxin reductase 1; Potency, µM (doses to about 114 µM), inactives show at the top dose activity change, negative = substrate turnover; purified TrxR1 substrate turnover, NADPH consumption readout; O89049; actives 0.01% (n = 390,000); further: potency means the concentration at half of the fitted maximal effect; on the % scale 0 is the no-effect control and ±100 the full control effect; nearly all actives have a fitted effect of over 50% in size
#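 Rat TrxR1, dispensed at 90 nM, was prereduced with 400 uM NADPH (final) for 5 min at ~22 deg C, then incubated with compound 15 min before 400 uM selenite. A first-read NADPH fluorescence drop versus no-compound background flagged substrates.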
# IDH1 R132H inh – blocks human mutant IDH1 R132H enzyme. O75874. Potency, µM (doses to about 76.6 µM), without a hit: at the highest dose activity change, negative = inhibition, hits mostly inhibitors. actives 0.093% (n = 390,000). IDH1-R132H enzyme, NADPH consumption, diaphorase/resazurin fluorescence. AID 602179; further: potency means the concentration at half of the fitted maximal effect; on the % scale 0 is the no-effect control and ±100 the full control effect; nearly all actives have a fitted effect of over 65% in size
# Target sequence (O75874 whole entry R132H, stated change not applied): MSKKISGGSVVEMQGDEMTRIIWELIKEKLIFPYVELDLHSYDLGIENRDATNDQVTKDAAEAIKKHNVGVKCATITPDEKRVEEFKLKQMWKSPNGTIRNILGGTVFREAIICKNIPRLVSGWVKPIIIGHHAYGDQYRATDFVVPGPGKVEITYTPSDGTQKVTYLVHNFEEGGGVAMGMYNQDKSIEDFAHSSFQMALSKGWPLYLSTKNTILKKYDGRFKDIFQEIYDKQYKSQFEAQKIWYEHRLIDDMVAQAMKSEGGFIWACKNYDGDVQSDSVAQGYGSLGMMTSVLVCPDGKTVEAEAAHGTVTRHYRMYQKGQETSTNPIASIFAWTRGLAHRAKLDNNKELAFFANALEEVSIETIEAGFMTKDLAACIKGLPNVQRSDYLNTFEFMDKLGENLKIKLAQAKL
#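 IDH1-R132H (0.5 ug/mL) preincubated 30 min with compound, then NADPH (0.016 mM) and alpha-KG (2 mM) added; 80 min at RT, pH 7.5. Remaining NADPH coupled via diaphorase/resazurin to fluorescence (540/590 nm); concentration-response curves normalized to no-enzyme control.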
# RGS4 inh – inhibitors of human regulator of G protein signaling 4 | actives 0.039% (n = 390,000) | Transcreener GDP fluorescence polarization, RGS4-accelerated GTP hydrolysis | Potency, µM (highest dose often 114 µM), for inactives: at the highest dose activity change, negative = inhibition, usual class: inhibitors | P49798; further: potency means the concentration at half of the fitted maximal effect; on the % scale 0 is the no-effect control and ±100 the full control effect; nearly all actives have a fitted effect of over 75% in size; some results filed as inactive show a strong effect at the top dose
# Target sequence (P49798 whole entry, looked up): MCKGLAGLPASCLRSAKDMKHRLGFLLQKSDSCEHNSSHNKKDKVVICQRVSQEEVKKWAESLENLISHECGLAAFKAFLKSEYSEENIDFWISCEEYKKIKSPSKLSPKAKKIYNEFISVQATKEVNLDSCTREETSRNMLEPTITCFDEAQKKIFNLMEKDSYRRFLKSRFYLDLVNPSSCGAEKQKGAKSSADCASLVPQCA
#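 MLSMR compounds (23 nl, pin-transferred) preincubated 10 min at room temperature with a 500nM (2x) first reagent, then RGS4 at 900nM (2x) plus Transcreener GDP mix added; fluorescence polarization (620/688 nm) read before and after 90 min at 30 °C.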
# USP1-UAF1 inh – inhibitors of human USP1/UAF1 deubiquitinase. O94782. recombinant USP1/UAF1, Ub-Rhodamine cleavage fluorescence. Potency, µM (doses to about 57.1 µM), inactives show at the top dose activity change, negative = inhibition, hits mostly inhibitors. actives 0.23% (n = 390,000); further: potency means the concentration at half of the fitted maximal effect; on the % scale 0 is the no-effect control and ±100 the full control effect; nearly all actives have a fitted effect of over 60% in size; inactives centre near -12
#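 1 nM enzyme complex + cpd, 15 min RT; start with Ub-Rho 150nM final; kinetic fluorescence ex 480/em 540, 6 reads q60 s. Buffer 50mM HEPES pH 7.8, 0.5mM EDTA, 0.1 mg/ml BSA, 1mM TCEP, 0.01% Tween-20.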
# Vif-A3F inh – Vif-A3F binding inhibition. Potency, µM (titrated, usually from 46.1 µM), for the others: top-dose activity, negative = active. actives 0.2% (n = 390,000). HeLa A3F-eYFP + Vif (tagged APOBEC3F with the HIV-1 protein that degrades it), YFP fluorescence increase; further: potency means the concentration at half of the fitted maximal effect; % of control where 0% means no effect; nearly all actives have a fitted effect of over 65% in size
#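 HeLa cells stably expressing A3F-eYFP plus Vif, plated and incubated overnight at 37 deg C, then exposed to compounds overnight at 37 deg C. Blocked degradation read as raised yellow fluorescence (Ex 488/Em 500-530).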
# LDHA block – blocks human lactate dehydrogenase A; P00338; purified LDHA, NADH/diaphorase-resazurin fluorescence; stronger effect = lower value; activity change, % (values are at about 110 or 230 µM); actives 0.15% (n = 480,000); AID 1347041; in the data active means activity change below about -30%; inconclusive means mostly about -25% to -30%;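 further: plate controls were DMSO wells for no effect and wells without enzyme for full effect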
#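 Human LDH5 (2 nM) was incubated with 0.06 mM NADH and 0.2 mM pyruvate for 5 min at room temperature in Tris pH 7.4. Remaining NADH was coupled through diaphorase/resazurin, and resorufin fluorescence was read at 0 and 20 min.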
# rTrxR1 inhibitor – rat TrxR1 inhibition; O89049; recombinant rTrxR1, NADPH fluorescence consumption, selenite substrate; Potency, µM (doses to about 114 µM), without a hit: top-dose activity change, negative = inhibition, actives largely listed as inhibitors; actives 1% (n = 390,000); further: potency means the concentration at half of the fitted maximal effect; on the % scale 0 is the no-effect control and ±100 the full control effect; nearly all actives have a fitted effect of over 65% in size
#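 Rat TrxR1 (90 nM in the dispensed reagent) was pre-reduced with 400 uM NADPH for 5 min at room temperature, then incubated with compound for 15 min. After 400 uM selenite was added, NADPH fluorescence (Ex 340/Em 450 nm) was followed for 8 min.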
# Vif-APOBEC3G blk – blocks the Vif interaction with human APOBEC3G. Q9HC16. HeLa A3G-eYFP + Vif (tagged APOBEC3G with the HIV-1 protein that degrades it), YFP fluorescence, overnight. Potency, µM (highest dose often 46.1 µM), inactives show at the top dose activity, negative = active, actives largely listed as inhibitors. actives 0.076% (n = 410,000);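 further: potency means the concentration at half of the fitted maximal effect; on the % scale 0 is the no-effect control and ±100 the full control effect; nearly all actives have a fitted effect of over 60% in size; hits raise eYFP signal because A3G escapes Vif-driven loss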
#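 Read-out is eYFP fluorescence (Ex 488/Em 500-530) from Vif-expressing HeLa A3G-eYFP cells; more signal means A3G escaped Vif-mediated degradation. Cells plated overnight, compound pinned in, incubated overnight at 37 deg C.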
# Glioma ERSR ind – ER stress response induction in glioma | U87-MG GRP78 promoter luciferase reporter, 16 h | Potency, µM, for inactives: at the highest dose activation, actives largely listed as activators | actives 0.02% (n = 420,000); further: potency means the concentration at half of the fitted maximal effect; series mostly up to about 76 µM; % of control where 0% means no effect; nearly all actives have a fitted effect of over 35% in size
#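 Stably transfected U87-MG glioma cells carrying a GRP78-based luciferase sensor; 16 h compound incubation. Luminescence end-point read 10 min after Bright-Glo addition at room temperature.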
# * marks the source's active call; other numbers are inactive results; ? = inconclusive; . = not tested or not shown; & = joins results of further samples; [ ] = another dose, or the depositor's remark. Unless noted, the call rests on the fitted dose curve; in most records, active means well fitted curve in the direction sought with a large enough effect; inconclusive means small, poorly fitted or top-dose-only effect, or another doubt; inactive means no such curve, though single readings can be large; an effect the other way counts as inactive or inconclusive.
SMILES,TrxR1 substrate,IDH1 R132H inh,RGS4 inh,USP1-UAF1 inh,Vif-A3F inh,LDHA block,rTrxR1 inhibitor,Vif-APOBEC3G blk,Glioma ERSR ind
COc1ccc(-c2csc(NC(=O)Cn3nc(C)cc3C)n2)cc1,-3%,4%,-16%,-5%,.,-2,4%,-1%,0%
Cc1ccc(CNC(=O)c2cc3cc(C)ccc3n2C)cc1,3%,20%,13%,-9%,0%,-9,29%,-7%,-1%
CCC(=O)Nc1ccc2nc3c(=O)[nH]c(=S)[nH]c3nc2c1,-11%,1%,-37%,?,-3%,2,-36%,-5%,-3%
CC(C)C(=O)Nc1nnc(SCC(=O)Nc2ccc3c(c2)OCCO3)s1,11%[57.1 µM],0%,-10%,-11%,5%,-4,28%[57.1 µM],-4%,-6%
CCOc1ccc(CNC(=O)c2ccc3oc(=O)n(Cc4ccccc4)c3c2)cc1,4%[57.1 µM],9%,-12%,-16%,-2%,-6,16%[57.1 µM],7%,-1%
CCN(CC(=O)Nc1c(F)cccc1F)C(=O)COc1ccc2c(C)cc(=O)oc2c1,83%,4%,24%,?,1%,-3,5%[57.1 µM],0%,-5%
Oc1csc(Cc2nc(-c3ccccc3F)cs2)n1,0%[57.1 µM],0%,-46%,-22%,-11%,-12,10%[57.1 µM],-8%,5%
CCn1cc(C(=O)NCc2ccccc2)c(=O)c2cc(S(=O)(=O)N3CCc4ccccc4C3)ccc21,-2%,-8%,19%,?,-9%,0,25%,-2%,-2%
CCOc1ccc(NC(=S)/C(=C(\[O-])c2ccc(C)c([N+](=O)[O-])c2)[n+]2ccccc2)cc1,-2%[57.1 µM],11%,-32%,-16%,2%,1,21%[57.1 µM],-5%,2%
Cc1ccn2cc(CCNS(=O)(=O)c3ccc4ccccc4c3)nc2c1,0%,8%,-9%,-15%,0%,-5,12%,2%,-3%
CC(=O)N1CCc2cc(Br)cc(S(=O)(=O)N3CCC(C(=O)N(C)c4cc(C)ccc4C)CC3)c21,4%,-10%,28%,-14%,3%,-3,17%,4%,-1%
COC(=O)C1(NC(=O)NC2CCCCC2)CCCCC1,9%[57.1 µM],1%,-15%,4%,5%,-4,21%[57.1 µM],2%,-1%
CS(=O)(=O)N(CC(=O)N1CCOCC1)c1cccc([N+](=O)[O-])c1,5%,0%,-6%,-13%,2%,-1,18%,-1%,-5%
Cn1nc(-c2ccc3c(c2)OCCO3)c2ccccc2c1=O,0%[57.1 µM],0%,22%,-22%,-2%,-9,-1%[57.1 µM],-1%,4%
CCOc1c2ccc(C(=O)NCc3ccccc3OC)cc2nn1CC,44%[activator][57.1 µM],6%,6%,?,5%,-2,22%[57.1 µM],0%,-4%
COc1cc(C(=O)NC(=S)NNC(=O)c2cnccn2)cc(OC)c1OC,-18%,-6%,-23%,-3%,1%,1,?,0%,8%
COC(=O)c1ccccc1NC(=O)CN1CCC(n2nnc3cc(C(F)(F)F)ccc32)CC1,1%,0%,-29%,-10%,-5%,-4,?,1%,-5%
O=C(O)c1cccc(S(=O)(=O)N2CCCC(c3nc4c(nnn4Cc4ccccc4Cl)c(=O)[nH]3)C2)c1 (stereo not given),5%,0%,10%,-21%,9%,-11,18%,5%,-3%
O=C(COC(=O)c1ccccc1Cl)Nc1cccc(S(=O)(=O)N2CCCCC2)c1,.,-5%,.,-26%,1%,-4,.,2%,-1%
O=C1C=CN(Cc2ccccc2)C(c2ccccc2)C1 (stereo not given),-14%,2%,14%,20%,-4%,-4,-4%,1%,-4%
Cc1ccc2c(c1)N(CC(=O)NC1CCCCC1)C(=O)c1cccnc1O2,2%,-19%,3%,-16%,-4%,-10,22%,3%,-3%
CCOc1cccc(NC(=O)Cc2cccs2)c1,-2%,1%,1%,-17%,.,-3,-4%,2%,-1%
CC(C)CSC1=NSC2=NC(=O)/C(=C\c3coc4ccccc4c3=O)C(=N)N12,3%,-19%,?,4.5µM*,22µM*,-6,?,?,2%
Nc1ccn(C2CC(O)C(CO)O2)c(=O)n1 (stereo not given),3%,-8%,-6%,-15%,6%,-6,18%,3%,0%
CCc1ccccc1NC(=O)CSc1nnc(Cn2nnc3ccccc32)n1C,10%,0%,11%,-1%,2%,-16,20%,1%,-4%
CC(C)c1ccc(O)c(NC(=S)NC(=O)c2cccnc2)c1,8%[57.1 µM],-6%,-1%,-22%,-1%,-6,24%[57.1 µM],-12%,2%
Cc1ccc(S(=O)(=O)NCC(C)n2cncn2)cc1 (stereo not given),-6%,0%,4%,-12%,5%,-5,-8%,4%,-1%
O=C(Nc1nc(-c2cc3ccccc3o2)cs1)c1ccc(S(=O)(=O)N2CCCC2)cc1,11%,0%,17%[11.4 µM],-6%,2%,-8,79µM*,5%,2%
CCOC(=O)Cc1csc(SCC(=O)NC2CCCCC2)n1,3%,10%,17%,0%,-11%,-22&-5,25%,-1%,9%
CSc1cccc(NC(=O)COc2ccccc2)c1,-6%,7%,-37%[11.4 µM],-28%,-3%,2,0%,3%,0%
OC(COC(c1ccc(F)cc1)c1ccc(F)cc1)CN1CCCC(C(F)(F)F)C1 (stereo not given),-14%[57.1 µM],5%,-12%,-10%,0%,-3,-3%[57.1 µM],-2%,-1%
O=C(/C=C/c1ccccc1)NNC(=O)c1ccco1,-11%[57.1 µM],3%,6%,-13%,?,-1,27%[57.1 µM],0%,14%
COc1cccc(NC(=O)c2ccc3nc(Cc4ccccc4)oc3c2)c1,2%[57.1 µM],-9%,2%,?,2%,-7,24%[57.1 µM],-5%,1%
COC(=O)/C=C/CC(C)OS(N)(=O)=O (stereo not given),11%[57.1 µM],20%,4%,-16%,0%,-14,16%[57.1 µM],0%,-1%
Cc1cccc(N(C)C(=O)Cn2c(=O)oc3cc(S(=O)(=O)N4CCCCC4)ccc32)c1,0%,-18%,20%,-18%,3%,-6,19%,0%,-1%
CCCn1c(SCC(=O)Nc2ccc3c(c2)CCC3)n[nH]c1=O,1%,0%,16%,-11%,4%,-5,10%,-3%,0%
O=C(Nc1cc(C(F)(F)F)ccc1Cl)C(Sc1ccccn1)c1ccccc1 (stereo not given),-4%,13%,6%,-23%,3%,-1,20%,3%,1%
Cc1cccc(NC(=O)CSc2nc3c(oc4ccccc43)c(=O)n2Cc2ccco2)c1,0%,1%,21%,-4%,11%,-15,18%,2%,-2%
O=C(O)c1ccc(N/N=C/c2ccc3ncccc3c2)cc1,-14%,1%,-18%,-21%,4%,-10,-11%,-9%,-13%
CCc1ccc(NC(=O)C(C)OC(=O)/C=C/c2cccc([N+](=O)[O-])c2)cc1 (stereo not given),0%[57.1 µM],0%,4%,3%,1%,0,-14%[57.1 µM],0%,-4%

# Bioassay records (PubChem BioAssay)

# These rows are one share of the data (hit frequency here may not be typical).
